From PubChem BioAssay
sdo1 growth: sdo1-depleted yeast growth rescue. hit rate 0.21% among 140,000. z-score at 10 µM. S. cerevisiae sdo1-depleted JHY4D growth rescue, OD600 30 h; stronger effect = higher value; pdr5 snq2 efflux-pump mutant strain;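 active means z-score above 3 at both the 24 hr and the 30 hr optical density reads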;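 further: z-score against mean and SD of all compound wells on the same plate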
Insulin prom inh: TRM-6 insulin promoter activity inhibition; AID 1273; hit rate 0.9% among 130,000; inhibition, % at 2 µM; TRM-6 cells (human fetal islet line), insulin promoter-eGFP reporter, imaging; reporter expression induced with tamoxifen;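 active means inhibition above the mean plus 3 SD, with well images judged a real hit on visual review, cut at about 60% in these data, passing the limit was not always enough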
sdo1 growth Rescue 24 h: also measured in sdo1 growth; calls as there; z-score; S. cerevisiae sdo1-depleted JHY4D growth rescue, OD600; measured here: growth rescue at 24 h;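 0 is the plate mean of compound wells and units are plate SD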
Numbers without * were called inactive; . = not tested or not shown; & = joins results of further samples. These rows are one share of the data; count on the stated rates, not on these rows.

sdo1 growth	sdo1 growth Rescue 24 h	Insulin prom inh	structure
0.4	0.26	8	Cc1ccc(C)c2nc(SCC(=O)N3CCCc4ccccc43)c(C#N)cc12
.	.	-407	O=C(N/N=C1\CC2CC=CC12)c1ccc(O)cc1 (stereo unspecified)
-1.9	-1.8	-7	CCSc1ncc(/C=N/Nc2ccccc2)n1C
3.8*	6.7*	.	COC(=O)[C@H](C)NC(=O)COc1ccccc1
0.5	0.47	44	O=C(COc1ccccc1F)NC1CC1
-0.08	0.49	49	COCc1c(C(=O)OCc2nc(N)nc(Nc3ccccc3C)n2)oc2ccccc12
-1.1	-0.9	-66	CC(NCc1ccc(-c2ccccc2)cc1)C(O)c1ccccc1 (stereo unspecified)
0.46	2.2	19	O=C(NCc1cccs1)c1noc2c1CCCC2
-2.5	-2	-17	COC(=O)CSc1nnc(CNc2ccc(Cl)cc2)n1-c1ccccc1
0.94	1.7	39	O=C(NCc1ccco1)c1cccc(Nc2nc3ccc(Br)cc3[nH]2)c1
0.28	-0.07	-36	O=C(COc1ccccc1O)N1CCN(C(=O)c2ccco2)CC1
0.03	2	9	COc1ccc(C(=O)Nc2ccc(NC(=O)c3ccco3)c(Cl)c2)cc1OC
1.8	2	.	COC(=O)C1=NNC2(c3ccc(Cl)cc3)C(=O)N(c3ccccc3)C(=O)C12 (stereo unspecified)
-1	-1.3	11	C=CCNC(=S)NCc1cccnc1
-2.2&-1.8	-1.1&-0.87	-15	O=C(Nc1ccc(Cl)c(Cl)c1)OCc1cnc(Cl)s1
-1.4	-1.2	6	Cn1c(=O)n(C)c2cc(NS(=O)(=O)c3ccc4c(c3)CCCC4)ccc21
-0.64	-0.64	30	CCOC(=O)c1c(NC(=O)CSc2nnc(Cc3ccccc3)o2)sc(C)c1C
1.2	1.5	8	CC(C)(C)Nc1nc(OCC(F)(F)F)nc(OCC(F)(F)F)n1
0.86	0.56	-330	COC(=O)C(C)Sc1nnc(-c2ccncc2)o1 (stereo unspecified)
-0.65	0.36	-4	Cc1cccc(C(=O)Nc2oc(-c3ccccc3)cc2C#N)c1
-0.59	-0.95	-3	O=C(Cc1ccc(-n2cccc2)cc1)NCc1ccccc1Cl
-0.45	0.07	15	Cc1ccc(-c2nnc(CSc3nc4cc5c(cc4cc3C)OCO5)o2)cc1
.	.	28	N=C1S/C(=C\c2ccc(-c3ccccc3C(=O)O)o2)C(=O)N1c1ccc2c(c1)OCO2
0.05	-0.24	.	Cc1nc2ccccc2c2oc(C(=O)NCCCN3CCC(C)CC3)cc12
.	.	-36	CC(C)Oc1ccc(CCc2n[nH]c(=S)n2-c2ccccc2)cc1
-0.83	0.64	.	Cc1onc(-c2ccccc2)c1C(=O)Nc1nnc(N(C)Cc2ccccc2)s1
0.51	1	28	CN=C1S/C(=C\c2ccc(N3CCOCC3)c(F)c2)C(=O)N1C
0.07	-0.23	38	Nc1nc(SCC(=O)NCCC(c2ccccc2)c2ccccc2)n[nH]1
-0.47	0.45	-6	CCn1c(COc2ccc(OC)cc2)nc2ccccc21
0.88	0.89	-32	CCOc1ccc(-n2cnnn2)cc1S(=O)(=O)NCCc1ccc(OC)c(OC)c1
0.63	0.6	60	Clc1cnc(N/N=C/c2cccs2)c(Cl)c1
-0.7	-1.3	-34	CCC(CC)NC(=O)CSc1nnc(-c2ccc(OC)cc2)n1C(C)C
-0.01	-0.45	-3	CC(=O)Nc1ccc(S(=O)(=O)NNC(=O)COc2cc(C)ccc2C(C)C)cc1
-0.09	0.79	-3	Cc1noc(C)c1CSc1ncnc2sc3c(c12)CCC(C)C3 (stereo unspecified)
0.54	0.75	30	CCNC(=S)N1C2CCC1CC(NC(=O)NC1CCCCC1)C2 (stereo unspecified)
0.29&-0.05	-0.03&-0.36	-43&14	C[C@]12CCC(=O)C=C1CC[C@@H]1[C@@H]2[C@@H](O)C[C@@]2(C)[C@H]1CC[C@]2(O)C(=O)COC(=O)CCC(=O)O
1.5	3	.	COc1ccccc1NC(=O)C1CCCN(S(=O)(=O)c2cnc[nH]2)C1 (stereo unspecified)
0.33	0	.	CS(=O)(=O)N1CCN(c2ccc(Cl)cc2[N+](=O)[O-])CC1
.	.	9	O=C(Nc1cccc(C(=O)N2CCN(c3ccc(F)cc3)CC2)c1)c1ccccc1
0.01	-0.92	50	O=C1CC(N2CCN(c3ccc(F)cc3)CC2)C(=O)N1Cc1cccs1 (stereo unspecified)
0.28	0.53	.	CCc1ccccc1N1CC23C=CC(O2)C(C(=O)OCC(C)C)C3C1=O (stereo unspecified)
-0.95	-0.38	-11	O=C(CSc1ccc2ccccc2c1Br)Nc1cccc(S(=O)(=O)NC2=NCCCCC2)c1
0.35	-0.21	-45	O=C1CC(NNc2ccccc2)C(=O)N1c1ccccc1 (stereo unspecified)
-0.29	-0.9	20	COC(=O)c1c(NC(=O)COC(=O)Cn2cnc3ccccc32)sc2c1CCCC2
0.16	-0.42	-38	O=C(O)Cc1ccc(-c2ccccc2-c2ccccc2)cc1
1.5	2.5	-66	Cc1ccccc1S(=O)(=O)NC1=NCCCCC1
.	.	-67	O=C(CCC(=O)N(CC(=O)NC1CCCCC1)Cc1cccs1)Nc1ccccn1
0.16	0.3	12	CCC(=O)N1c2ccc(S(=O)(=O)CCC(=O)NC3CCCC3)cc2CC1C (stereo unspecified)
0.26	0.21	-13	O=C(O)C1CCCCC1C(=O)Nc1ccc(F)c(F)c1 (stereo unspecified)
1.2	1.1	.	Cc1cc(NC(=O)CSc2nnc(Cn3c(=O)sc4ccccc43)n2-c2ccccc2C)no1
0.33	1.6	30	C[C@H]1[C@H](C)CC[C@]2(C(=O)O)CC[C@]3(C)C(=CC[C@@H]4[C@@]5(C)C[C@@H](O)[C@H](O)C(C)(C)[C@@H]5CC[C@]43C)[C@H]12
-0.2	0.75	26	O=C(Nc1cccc(Cl)c1)c1ccc(NCC2CCCO2)c([N+](=O)[O-])c1 (stereo unspecified)
.	.	6	CCc1cc2cc3c(cc2nc1SCC(=O)Nc1cc(OC)c(OC)cc1C(=O)O)OCO3
-1.4	-0.63	.	CCOc1ccc(-c2nnc3ccc(SCc4ccc(C(=O)OC)o4)nn23)cc1
0.16	0.12	.	O=C(NC1CCCCC1)N1CCC(n2c(=O)[nH]c3ccccc32)CC1
0.52	-0.16	58	Cc1ccc(-n2[nH]c(C)c(CCC#N)c2=O)cc1
-1	-1.9	-21	O=C1OCCC1Sc1nc2cc(Cl)ccc2n1Cc1ccccc1 (stereo unspecified)
-0.85	-0.42	2	Cc1ccc(CNC(=O)C23CN(Cc4ccccc4)CC2C(c2ccc([N+](=O)[O-])cc2)=NO3)o1 (stereo unspecified)
0.89	0.57	26	Cn1c(SC/C=C/c2ccccc2)nnc1-c1ccco1
0.69	0.39	.	CCN(CC)CP(=O)(c1ccccc1)c1ccccc1

Next part.
sdo1 growth	sdo1 growth Rescue 24 h	Insulin prom inh	structure
0	-0.55	46	CCc1ccc(C(=O)c2ccccc2C(=O)O)s1
.	.	6	Cc1ccc2nc(COc3ccc(Cl)cc3)cc(=O)n2c1
-1.3	-1.1	-9	Cc1cc(C)cc(-n2ccnc2SCC(=O)Nc2ccc3c(c2)OCCO3)c1
0.01	-0.23	-30	Cc1cc2cc(CCNC(=O)c3c(-c4ccccc4Cl)noc3C)c(=O)[nH]c2cc1C
-1.9	-1.1	38	CCCCCCCCCCS(=O)(=O)N/N=C/c1ccc(O)cc1
1.4	1.1	.	CC(=O)N/C(=C\c1ccccc1)C(=O)NCC(=O)O
.	.	38	CC(C)C(C(=O)O)N1CCS(=O)(=O)CC1 (stereo unspecified)
-0.11	-0.54	-10	CCN(CCNC(=O)C1CCN(c2nnc(-n3cccc3)s2)CC1)c1ccccc1
0.59	0.72	.	CCOC(=O)C1(C)NC(c2ccccc2F)C2C(=O)N(c3cccc(C(C)=O)c3)C(=O)C21 (stereo unspecified)
.	.	-5	CN(CCOc1ccc(Cl)cc1)C(=O)c1ccc(S(=O)(=O)N2CCOCC2)cc1
-0.7	-0.64	.	CC(C)Sc1nnc(Nc2ccccc2)s1
.	.	40	COc1cc2c(cc1OC)-c1n[nH]c(=S)n1C(C)(C)C2
-0.66	-0.98	.	Cc1ccc(-c2csc3ncnc(-n4nnc5ccccc54)c23)cc1
0.4	0.91	-97	CCOc1ccccc1C(=O)N1CCN(c2cccc(Cl)c2)CC1
-0.33	-0.92	-3	CC(=O)c1cn(CC(=O)NCc2ccc3c(c2)OCO3)c2ccccc12
.	.	8	CCC(=O)Nc1ccc2c(c1)ncn2-c1ccc(C)cc1
.	.	-6	Cn1nnnc1-c1cc(Cl)cc(Cl)c1
-0.84	-0.69	-32	C#CCOCCOCCOCCNc1nc(N2CCN(C(=O)Cn3cc(CCCCN)nn3)CC2)nc(N2CCN(C(=O)[C@H](C)n3cc(CCCN=C(N)N)nn3)CC2)n1
-1.3	-0.68	.	CCC(C)(c1ccc(C(=O)OC)s1)c1ccc(C(=O)OC)s1
0.82	0.35	-9	CC(=O)Nc1ccc(S(=O)(=O)N2CCN(Cc3cccnc3)CC2)cc1
0.14	0.18	.	Cc1ccn2cc(CNS(=O)(=O)c3ccc(Cl)s3)nc2c1
-0.12	0.2	50	CCOCCOC(=O)c1ccc(NC(=O)c2cc(OC)c(OC)c(OC)c2Br)cc1
1.1	0.73	-8	CCC(C)(C)NC(=O)/C=C/c1ccc(OC)c(S(=O)(=O)N2CCOCC2)c1
-0.1	-0.51	.	CCC(C(=O)N1CCOCC1)n1c(C(=O)OC)cc2occc21 (stereo unspecified)

Some of these compounds in order of molecular weight, high to low:
sdo1 growth	sdo1 growth Rescue 24 h	Insulin prom inh	structure
-0.84	-0.69	-32	C#CCOCCOCCOCCNc1nc(N2CCN(C(=O)Cn3cc(CCCCN)nn3)CC2)nc(N2CCN(C(=O)[C@H](C)n3cc(CCCN=C(N)N)nn3)CC2)n1
-0.12	0.2	50	CCOCCOC(=O)c1ccc(NC(=O)c2cc(OC)c(OC)c(OC)c2Br)cc1
0.59	0.72	.	CCOC(=O)C1(C)NC(c2ccccc2F)C2C(=O)N(c3cccc(C(C)=O)c3)C(=O)C21 (stereo unspecified)
-0.11	-0.54	-10	CCN(CCNC(=O)C1CCN(c2nnc(-n3cccc3)s2)CC1)c1ccccc1
0.82	0.35	-9	CC(=O)Nc1ccc(S(=O)(=O)N2CCN(Cc3cccnc3)CC2)cc1
-0.33	-0.92	-3	CC(=O)c1cn(CC(=O)NCc2ccc3c(c2)OCO3)c2ccccc12
0.4	0.91	-97	CCOc1ccccc1C(=O)N1CCN(c2cccc(Cl)c2)CC1
-0.66	-0.98	.	Cc1ccc(-c2csc3ncnc(-n4nnc5ccccc54)c23)cc1
0.14	0.18	.	Cc1ccn2cc(CNS(=O)(=O)c3ccc(Cl)s3)nc2c1
-1.3	-0.68	.	CCC(C)(c1ccc(C(=O)OC)s1)c1ccc(C(=O)OC)s1
-0.1	-0.51	.	CCC(C(=O)N1CCOCC1)n1c(C(=O)OC)cc2occc21 (stereo unspecified)
.	.	40	COc1cc2c(cc1OC)-c1n[nH]c(=S)n1C(C)(C)C2
.	.	8	CCC(=O)Nc1ccc2c(c1)ncn2-c1ccc(C)cc1
.	.	38	CC(C)C(C(=O)O)N1CCS(=O)(=O)CC1 (stereo unspecified)
.	.	-6	Cn1nnnc1-c1cc(Cl)cc(Cl)c1

New compounds follow:
sdo1 growth	sdo1 growth Rescue 24 h	Insulin prom inh	structure
-0.1	-0.77	.	CC1CCCC(NC(=O)COC(=O)c2ccc(S(=O)(=O)N3CCOCC3)cc2)C1C (stereo unspecified)
0.4	0.25	-81	CCCNC(=O)Cn1c(=O)/c(=C\c2ccc(-c3cccc([N+](=O)[O-])c3)o2)s/c1=C\C(=O)C(C)(C)C
.	.	21	CCNC(=S)Nc1ccc(N2CCCCC2)cc1
-1.4	-1.1	14	COc1ccc(S(=O)(=O)N2CCC(C(=O)N3CCc4ccccc4C3)CC2)cc1Cl
0.64	0.73	.	CC1CCN(C(=O)CN2C(=O)c3ccccc3S2(=O)=O)CC1
0.55	0.41	0	Cc1ccc(S(=O)(=O)NC(N)=NCCc2ccc(Cl)cc2)cc1C
.	.	-63	Cc1ccc(C(=O)CSc2nnc(N)s2)c(C)c1
0.75	-0.03	43	COc1ccc(/C=C/C(=O)c2ccccc2)cc1COc1ccccc1F
-0.24	0.18	-14	COc1ccccc1-n1cnc2cc(NS(=O)(=O)c3ccc(Br)cc3)ccc21
0.27	0.27	15	COc1ccc(C(=O)N2CCN(C(=O)c3ccco3)CC2)cc1
0.09	0.79	-28	Cc1cccc(NC(=S)N2CCC(N(C)CC3CCCO3)CC2)c1C (stereo unspecified)
0.65	-0.23	21	COc1ccc(NC(=O)C2CCC(=O)N2)cc1 (stereo unspecified)
0.79	0.86	.	CCOCCCNC(=O)c1c(C)[nH]c(C(=O)OCC)c1C
-0.19	-0.43	.	O=C(CSc1cn(CCNC(=O)c2ccc3ccccc3c2)c2ccccc12)NCc1ccco1
.	.	-11	CCC(C)NC(=O)CNC(=S)N(Cc1ccc(F)cc1)C1CCCCC1 (stereo unspecified)
0.24	0.19	-27	O=C(NCCCn1ccnc1)Nc1ccc(Cl)c(Cl)c1
-1.3	-0.92	.	c1ccc(-c2csc3ncnc(-n4cnc5ccccc54)c23)cc1
-0.46	-1.1	.	O=S(=O)(c1ccc2ccccc2c1)N1CCN(C2CCN(Cc3ccccc3)CC2)CC1
0.44	0.39	.	O=S(=O)(Nc1ccc2c(c1)OCCO2)c1cnc[nH]1
-0.62	-0.94	-17	CCCCN(C)CCC(=O)Nc1ccc(F)c(F)c1
.	.	-82	CC1CC(OCC(O)C[N+]2(C)CCOCC2)CC(C)(C)C1 (stereo unspecified)
.	.	53	Cc1ccc2nc(Cl)c(C#N)cc2c1
-0.46	-0.97	.	O=C(NCc1nnc(SCc2ccccc2)n1-c1ccccc1)C12CC3CC(CC(C3)C1)C2
